# RAD52 inh – RAD52 DNA annealing inhibitors, primary screen, biochemical, FRET, single point, set 2; DNA repair protein RAD52 homolog (Homo sapiens), P43351; recombinant RAD52 DNA annealing, FRET fluorescence; inhibition, % at 18.7 µM; 360,000 compounds, 0.46% hits; AID 651710, 2012;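 active = every replicate showing at least 50% inhibition; inconclusive = mean inhibition at least 50% but not in every replicate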
# E-selectin induc – E-selectin induction in HUVECs, primary screen, imaging, HUVEC, immunofluorescence imaging, single point; P16581; normalized: neutral wells 0, TNF-alpha wells 100; activation, % at 7.58 µM; 260,000 compounds, 0.37% hits; AID 686992, 2013;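 active = mean E-selectin-positive cell signal at least 10% of the positive control, reached in at least 60% of replicates, without over 20% cell loss; inconclusive = no rule given, readout overlaps actives, possibly toxicity-flagged; inactive = the rest, including those meeting only one limit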;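 note: in these data hits start at about 27%; measured in HUVEC primary endothelial cells; signal is the percent of cells scored E-selectin positive by PE staining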
#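 Test system: HUVEC; input: 3,000 HUVEC/well; measured by: immunofluorescence imaging; read-out: % PE-positive cells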
# ERAP1 HTS inh – human ERAP1 aminopeptidase inhibitors, primary screen, biochemical, single point, plate reader; Endoplasmic reticulum aminopeptidase 1 (Homo sapiens), Q9NZ08; recombinant ERAP1, Leu-AMC fluorescence, 60 min; inhibition, % at 10.7 µM; 340,000 compounds, 0.15% hits; AID 652197, 2013;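 active = mean replicate inhibition of at least 30%, or all replicates individually reaching that 30% level; inactive = mean below 30% and not every replicate reaching it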;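 note: 0% = neutral control wells and 100% = L-leucinethiol positive control wells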
# Target sequence (Q9NZ08 whole entry, looked up): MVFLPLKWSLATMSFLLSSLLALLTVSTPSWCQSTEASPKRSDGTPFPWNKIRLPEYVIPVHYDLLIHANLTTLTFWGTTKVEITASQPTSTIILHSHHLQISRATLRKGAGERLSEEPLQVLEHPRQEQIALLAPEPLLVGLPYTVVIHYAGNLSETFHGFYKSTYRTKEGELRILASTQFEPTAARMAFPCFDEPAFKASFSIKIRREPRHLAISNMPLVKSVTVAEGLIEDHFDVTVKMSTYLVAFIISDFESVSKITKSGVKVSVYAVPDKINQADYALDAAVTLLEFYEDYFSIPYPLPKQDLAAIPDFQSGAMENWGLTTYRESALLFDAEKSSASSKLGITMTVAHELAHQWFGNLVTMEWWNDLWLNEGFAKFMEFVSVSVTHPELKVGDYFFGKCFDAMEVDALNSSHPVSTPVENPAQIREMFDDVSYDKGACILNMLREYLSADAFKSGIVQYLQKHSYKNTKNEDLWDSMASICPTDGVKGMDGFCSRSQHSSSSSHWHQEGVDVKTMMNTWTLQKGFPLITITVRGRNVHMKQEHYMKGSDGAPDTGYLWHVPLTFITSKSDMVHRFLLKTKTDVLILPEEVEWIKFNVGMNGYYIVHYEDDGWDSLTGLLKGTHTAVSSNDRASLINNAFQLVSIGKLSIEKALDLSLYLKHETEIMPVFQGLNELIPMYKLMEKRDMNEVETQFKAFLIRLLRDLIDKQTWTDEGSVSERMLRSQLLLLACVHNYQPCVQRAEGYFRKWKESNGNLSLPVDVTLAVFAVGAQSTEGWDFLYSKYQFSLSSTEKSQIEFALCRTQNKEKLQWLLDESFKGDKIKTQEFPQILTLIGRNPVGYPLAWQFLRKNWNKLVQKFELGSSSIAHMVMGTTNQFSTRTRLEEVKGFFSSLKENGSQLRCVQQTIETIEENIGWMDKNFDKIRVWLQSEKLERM
# * marks the source's active call; other numbers are inactive results; ? = inconclusive.
no.	structure	RAD52 inh	E-selectin induc	ERAP1 HTS inh
1	COC(=O)C1=C(C)N(Cc2cccc(C(F)(F)F)c2)C(=NCc2cccc(C(F)(F)F)c2)NC1c1ccccc1C(F)(F)F (stereo not drawn)	-20.3	-0.2	4.8
2	Cc1ccccc1NC(=O)COC(=O)Cc1ccsc1	-7.6	0.5	-0.1
3	C/C(=N\Nc1cc(C)nc(NCc2ccccc2)n1)c1cccc([N+](=O)[O-])c1	-6.7	3.4	12.2
4	Cc1c(N=C(N)/N=C(\N)Nc2ccc(Br)cc2)c(=O)n(-c2ccccc2)n1C	-11.0	1.2	-2.0
5	CC1=C(C(=O)OCc2ccc3c(c2)OCO3)C(c2cccc([N+](=O)[O-])c2)NC(=O)N1 (stereo not drawn)	0.7	0.3	0.5
6	CCOC(=O)[C@]12CCC=C1N(Cc1cccc3ccccc13)C(=O)[C@H](CC(=O)NCCC(C)C)C2	-2.5	0.7	1.7
7	Oc1ccccc1C=NC(N=Cc1ccccc1O)c1ccccc1O (stereo not drawn)	-10.0	0.0	-0.1
8	CC(=O)O[C@@H](Cc1ccc(O)cc1)C(=O)CC(C)C	0.7	0.0	1.2
9	CCN(CC(=O)NCc1ccc(Cl)cc1)C(=O)COc1cccc(C(F)(F)F)c1	1.7	-1.6	0.2
10	C[C@H](O)[C@@H]1C(=O)N2CCc3c([nH]c4c(-c5ccccc5)cccc34)[C@@H]2C[C@@H]1N(C)C(=O)Nc1cccc2ccccc12	13.9	-0.2	2.0
11	CCCN(Cc1ccccc1)C(=S)Nc1cccc(C)c1C	-10.8	1.3	-0.9
12	Cc1cc(-c2nc3ncccc3o2)ccc1NC(=S)NC(=O)C(C)C	-8.7	0.4	-0.7
13	CCCn1c(=O)c(C(=O)NCC2CCCO2)c(O)c2ccccc21 (stereo not drawn)	17.7	0.9	0.7
14	Cc1ccc(OCc2ccc(C#N)cc2)c(C(=O)c2cc(C#N)c(=O)n(C3CC3)c2)c1	-12.7	0.1	-2.7
15	CC1(C(=O)NCc2ccccc2)CN(S(C)(=O)=O)CC(=O)N1Cc1cccc(F)c1 (stereo not drawn)	-1.8	0.2	1.0
16	Cc1ccc([N+](=O)[O-])cc1NC(=S)NC(=O)c1cccnc1	-13.0	1.1	-2.7
17	COC(=O)N1Cc2ccnnc2CC1c1ccccc1-c1ccc(F)cc1 (stereo not drawn)	-8.8	-0.3	-1.4
18	O=C(N/C(=C\c1cn(-c2ccccc2)nc1-c1ccc(Cl)cc1)C(=O)N1CCOCC1)c1ccccc1	-7.6	-0.1	7.1
19	Cc1sc2nc(CSCC(=O)NC3CCCCC3)[nH]c(=O)c2c1C	-150.3	0.2	3.1
20	CCCCCCN(C(=O)CCCCCN1C(=O)NC(c2ccc(Cl)cc2)C(C(=O)OCc2ccccc2)=C1C)C(C(=O)NCCCC)c1ccc(OCC(=O)OC)c(C(=O)OC)c1 (stereo not drawn)	-20.0	0.6	2.8
21	CCCCn1c(N)c(N(CCOC)C(=O)c2cccc(S(=O)(=O)N(CC)c3ccccc3)c2)c(=O)[nH]c1=O	-5.2	-1.5	0.0
22	CC1=CC(=O)C=CC1=Nc1ccc(N(C)C)cc1	-3.8	-0.1	-1.0
23	COC(=O)C1=C(C)N(Cc2ccccc2)C(=S)NC1c1ccc(Cl)cc1 (stereo not drawn)	-14.3	1.3	1.6
24	O=C(/C=C/c1cccc(Oc2ccccc2)c1)N1CCOCC1	-8.0	0.3	1.8
25	COc1ccc2c3c([nH]c2c1)[C@H](CO)N(C(=O)c1ccccc1)CC31CCN(C(=O)c2cccc(F)c2)CC1	15.0	-0.2	0.9
26	O=C(NCc1ccccc1)[C@H]1CCCN1C(=O)[C@H]1CCCN1C(=O)c1ccc(F)c(F)c1	-7.5	0.0	4.0
27	CCCCOc1ccc(/C=C/C(=O)OCC(=O)NC2CCS(=O)(=O)C2)cc1OCC (stereo not drawn)	-9.8	0.1	2.5
28	CSCCC(NS(=O)(=O)c1ccccc1F)C(=O)NC(C)c1ccccc1 (stereo not drawn)	-23.3	5.7	-4.8
29	CCN(CC)c1ccc(NC(=O)c2cccc(C)c2)cc1S(=O)(=O)Nc1ccccc1OC	-18.2	-0.2	-0.7
30	COc1ccccc1Nc1ccc(N)cc1	-17.8	?	2.7
31	CC(C)NC(=O)C1(C)CN(S(C)(=O)=O)CC(=O)N1Cc1cccs1 (stereo not drawn)	-7.7	1.2	0.7
32	Cc1ccccc1-c1ccc(C2[C@H]3CNC[C@@H]2N3Cc2cncnc2)cc1 (stereo partly drawn)	1.7	0.0	-2.7
33	Cc1ccc(SCc2nc(N)nc(Nc3ccccc3C)n2)cc1C	-15.0	-0.8	-1.0
34	C[C@H]1CN([C@@H](C)CO)C(=O)c2c(c3ccccc3n2C)-c2ccccc2CO[C@@H]1CN(C)C(=O)Nc1ccccc1C(F)(F)F	4.9	0.5	-0.5
35	Cc1ccccc1SCC(=O)OCC(=O)Nc1sccc1C(N)=O	-35.2	0.1	-0.7
36	COc1ccc(CN2C(=O)CC(Cc3cc(C)cc(C)c3)C2=O)cc1OC (stereo not drawn)	-9.9	-1.7	-2.1
37	COc1cccc(-c2nn(-c3ccccc3)cc2CN(C)Cc2ccno2)c1	-14.1	0.1	-0.5
38	CCC(C)N(C(=O)CSc1ccc(NC(C)=O)cc1)C1CCS(=O)(=O)C1 (stereo not drawn)	-0.5	2.2	2.9
39	C[C@@H]1Cc2[nH][nH]c(=O)c2[C@H](C)O1	2.4	0.0	0.2
40	Cc1ccc(NC(=O)c2cc(=O)[nH]c3ccc(S(=O)(=O)N4CCOCC4)cc23)nc1	-10.7	0.2	-2.0

# Part of the list above in order of length of the SMILES, highest first:
no.	structure	RAD52 inh	E-selectin induc	ERAP1 HTS inh
40	Cc1ccc(NC(=O)c2cc(=O)[nH]c3ccc(S(=O)(=O)N4CCOCC4)cc23)nc1	-10.7	0.2	-2.0
23	COC(=O)C1=C(C)N(Cc2ccccc2)C(=S)NC1c1ccc(Cl)cc1 (stereo not drawn)	-14.3	1.3	1.6
33	Cc1ccc(SCc2nc(N)nc(Nc3ccccc3C)n2)cc1C	-15.0	-0.8	-1.0

# Some of the entries so far, with one line to a screen:
33: Cc1ccc(SCc2nc(N)nc(Nc3ccccc3C)n2)cc1C
34: C[C@H]1CN([C@@H](C)CO)C(=O)c2c(c3ccccc3n2C)-c2ccccc2CO[C@@H]1CN(C)C(=O)Nc1ccccc1C(F)(F)F
35: Cc1ccccc1SCC(=O)OCC(=O)Nc1sccc1C(N)=O
assay / entry | 33 | 34 | 35
RAD52 inh | -15.0 | 4.9 | -35.2
E-selectin induc | -0.8 | 0.5 | 0.1
ERAP1 HTS inh | -1.0 | -0.5 | -0.7

# New compounds follow.
no.	structure	RAD52 inh	E-selectin induc	ERAP1 HTS inh
41	O=C(NNC(=O)c1cccs1)c1ccc(S(=O)(=O)N2CCCCC2)cc1	-5.5	-1.0	3.7
42	COc1ccc(Cc2noc(CN3CCCN(Cc4ccc(F)cc4)CC3)n2)cc1OC	-15.3	-0.9	11.4
43	COc1ccccc1NC(=O)COC(=O)c1ccc([N+](=O)[O-])s1	3.2	2.5	2.8
44	O=C(CN1C(=O)NC2(CCCC2)C1=O)N1CCc2ccccc2C1	-2.3	0.5	-1.0
45	COc1ccc(C(C#N)=C2C=CC(=NO)c3ccccc32)cc1	-14.8	-0.1	-0.1
46	CCCCNc1ccc2c(c1)OC[C@@H](CC(C)C)NS2(=O)=O	-6.6	0.1	-3.0
47	CCc1ccc(C(=O)COC(=O)c2cc([N+](=O)[O-])ccc2NCCO)cc1	2.3	0.0	-2.4
48	Cc1ccc(C)c(OCCC(=O)NNC(=O)c2ccccc2F)c1	1.8	1.5	-1.2
49	O=C1CC(N2CCC(O)(c3ccc(Br)cc3)CC2)C(=O)N1c1ccc(Cl)cc1 (stereo not drawn)	-26.6	-0.7	0.1
50	Cc1nn(-c2ccccc2)c(Cl)c1/C=C1/C(=N)N2N=C(C(C)C)SC2=NC1=O	-56.9	0.0	-1.0
51	CCOC(=O)c1ccc2ncc(C(=O)OCC)c(Nc3ccc(N4CCOCC4)cc3)c2c1	-3.2	-0.2	-1.2
52	Cc1ccc(CN2CCSc3sccc3C2=O)cc1	-26.5	1.4	1.8
53	CCOC(=O)CN1C(=O)N[C@@H](CCc2ccccc2)C(C(C)=O)=C1C	-13.7	-0.2	0.5
54	CN(C)Cc1c(C(=O)N/N=C/c2cccc3ccccc23)nnn1-c1nonc1N	-12.4	0.5	-0.6
55	O=C(Cn1c(=O)ccn(Cc2ccccc2)c1=O)Nc1cccc(S(=O)(=O)N2CCOCC2)c1	-6.1	0.2	-3.3
56	O=C(NCc1ccccc1)[C@H]1CCCN1C(=O)[C@H]1CCCN1C(=O)c1cccc2ccccc12	-12.6	-0.1	-2.0
57	O=C(Cn1nnc(-c2ccc(F)cc2)n1)OCC(=O)c1ccccc1	-43.3	1.7	1.5
58	Cc1cccc(C)c1-n1nnnc1C(c1ccnc2ccccc12)N(CCC#N)Cc1ccccc1 (stereo not drawn)	-6.1	-0.1	-1.3
59	C/C(=N\O)c1cccc(Br)c1	-5.2	0.1	3.1
60	COc1ccc(N2CC(C(=O)N/N=C/c3c[nH]c4ccccc34)CC2=O)cc1 (stereo not drawn)	-15.0	-0.2	-2.9
61	CS(=O)(=O)c1ncc(CO)n1Cc1ccccc1	-7.9	0.5	1.0
62	CCOC(=O)c1nnn(-c2nonc2-n2cccc2)c1-c1cccc([N+](=O)[O-])c1	-12.2	2.4	3.1
63	CN1C(=O)[C@@H]2[C@@H]3C[C@@H]([C@H]4ON=C(c5ccc(Cl)cc5)[C@@H]34)[C@@H]2C1=O	7.9	-2.7	4.4
64	CCCc1ncc(C(O)c2cccc(OC)c2)n1C (stereo not drawn)	-1.8	-0.1	0.2
65	O=c1[nH]ncc(N2CCN(C(c3ccccc3)c3ccccc3)CC2)c1Cl	-9.8	-0.3	0.6
66	Nc1[nH]c(C(=O)c2ccccc2)c(-c2ccccc2C(F)(F)F)c1C(=O)c1cccs1	-16.6	0.0	-7.2
67	COC(=O)[C@@]12C[C@@H](CC(=O)NCc3cccc(C(F)(F)F)c3)C(=O)N(Cc3ccccc3)C1=CCC(C)(C)C2	-4.7	-0.3	0.4
68	Cc1ccc(C(=O)OCC(=O)c2ccc[nH]2)s1	-11.5	5.0	2.2
69	CN(C)CCNS(=O)(=O)c1ccc(N2CCN(c3ccc(F)cc3)CC2)c([N+](=O)[O-])c1	11.9	-2.0	8.3
70	CCOC(=O)N1CCN(C(=O)CSCc2ccc(Br)cc2)CC1	-2.3	2.8	1.4
71	CCN(CC)S(=O)(=O)c1ccc(NC(=S)NC(=O)CC(C)C)cc1	-1.1	-0.2	-1.4
72	CCOc1ccc(N2C(=O)C(C)CNC2=S)cc1 (stereo not drawn)	-15.7	0.0	2.3
73	Cc1snc(SCc2ccc(Cl)cc2)c1C#N	-0.9	0.2	2.4
74	COc1ccc(NS(=O)(=O)c2cccc(NC(=O)COc3ccc(OC)cc3)c2)cc1	-8.4	0.7	-3.8
75	CCCCNC(=O)C1C(c2ccc(OC)cc2)=Nc2ccccc2N1C(=O)c1cccnc1 (stereo not drawn)	-25.1	0.0	1.7
76	COC(=O)c1cc2c(c3c4cc(C)ccc4n(S(=O)(=O)c4cccc(C)c4)c13)C(=O)N(Cc1ccc(C(F)(F)F)cc1)C2	-37.0	-0.1	-1.7
77	Cc1csc(N=Nc2ccc(N(C)C)cc2)[n+]1[O-]	29.1	0.1	5.0
78	CC(=O)Nc1cccc(C(=O)/C=C/c2ccc(N(C)C)cc2)c1	-84.2	-1.7	-5.0
79	Cn1c(=O)c(Oc2ccc(Cl)cc2)c(O)c2ccccc21	-4.1	-0.2	6.8
80	Cc1ccc(N(Cc2cc3ccc(C)cc3[nH]c2=O)S(=O)(=O)c2ccccc2)cc1	-15.8	11.6	-1.4
81	CC(=O)c1ccc(N2CCC(C)CC2)c(F)c1	-1.9	0.6	-0.1
82	CCOC(=O)C1(O)CC(C)=NN1C(=O)c1cccc(Br)c1 (stereo not drawn)	-4.5	2.0	-1.2
83	COC(=O)C[C@H]1CC[C@@H](NC(=O)Nc2ccc3c(c2)OCO3)[C@@H](CO)O1	-7.7	-0.2	0.2
84	N#C[C@H]1[C@@H](c2ccccc2C2=CCCCC2)[C@H](CO)N1C(=O)Cc1ccncc1	-2.2	-0.2	0.0
85	Cc1ccc(C(=O)NCCCNc2ccc(C(F)(F)F)cc2[N+](=O)[O-])cc1	-6.2	-0.1	1.7
86	COC(=O)C1=C(C)N(Cc2ccccc2C(F)(F)F)C(=NCc2cc(OC)c(OC)c(OC)c2)NC1c1ccccc1C(F)(F)F (stereo not drawn)	-4.9	-0.2	2.0
87	COC(=O)[C@]12C[C@H](CC(=O)NCc3ccc(C)o3)C(=O)N(Cc3ccc4c(c3)OCO4)C1=C[C@H](C(C)(C)C)O[C@@H]2C	-8.1	-0.2	-0.3
88	O=C(CCCN1C(=O)c2ccccc2C1=O)Nc1nnc(C2CC2)s1	-10.7	0.1	-6.5
89	Cc1c(C(=O)N/N=C/c2ccc(N(C)C)cc2)[nH]c2ccc(Cl)cc12	-28.4	0.4	-0.3

# High-throughput results as filed in PubChem BioAssay.

# The list is partial (hit frequency here may not be typical).
